# rCAG RNA binder: binds r(CAG) RNA repeats; 1.3% of 370,000 active; r(CAG) RNA repeat, TO-PRO-1 dye displacement fluorescence; inhibition, % at 3 µM;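 active = inhibition above the plate cutoff, the mean of all test compounds on that plate plus 3 SD, cut at about 35% in these data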;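 also: 0% = DMSO alone and 100% = 100 µM mitoxantrone as full dye displacement; higher means more dye released from RNA so lower well fluorescence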
# ASAP1 inh: ASAP1 ArfGAP inhibition | inhibition, % at 16.5 µM | 0.19% of 360,000 active | ASAP1-stimulated ARF1 GTP hydrolysis, GDP FP detection; in the data active = inhibition above about 25%;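 also: 0% = vehicle with enzyme and substrate and 100% = no enzyme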
# Rev-erbA mod: modulates human Rev-erb alpha binding to DNA | P20393 | Rev-erbα–FITC-DNA binding, fluorescence polarization, 90 min | activity, % at 10 µM | 0.79% of 370,000 active;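 active = activity above about 14%, limit read from the data; passing the limit was not always enough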;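 also: 0% = DMSO wells with 35 nM protein and 100% = DMSO wells with 750 nM protein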
# Target sequence (P20393 whole entry, looked up): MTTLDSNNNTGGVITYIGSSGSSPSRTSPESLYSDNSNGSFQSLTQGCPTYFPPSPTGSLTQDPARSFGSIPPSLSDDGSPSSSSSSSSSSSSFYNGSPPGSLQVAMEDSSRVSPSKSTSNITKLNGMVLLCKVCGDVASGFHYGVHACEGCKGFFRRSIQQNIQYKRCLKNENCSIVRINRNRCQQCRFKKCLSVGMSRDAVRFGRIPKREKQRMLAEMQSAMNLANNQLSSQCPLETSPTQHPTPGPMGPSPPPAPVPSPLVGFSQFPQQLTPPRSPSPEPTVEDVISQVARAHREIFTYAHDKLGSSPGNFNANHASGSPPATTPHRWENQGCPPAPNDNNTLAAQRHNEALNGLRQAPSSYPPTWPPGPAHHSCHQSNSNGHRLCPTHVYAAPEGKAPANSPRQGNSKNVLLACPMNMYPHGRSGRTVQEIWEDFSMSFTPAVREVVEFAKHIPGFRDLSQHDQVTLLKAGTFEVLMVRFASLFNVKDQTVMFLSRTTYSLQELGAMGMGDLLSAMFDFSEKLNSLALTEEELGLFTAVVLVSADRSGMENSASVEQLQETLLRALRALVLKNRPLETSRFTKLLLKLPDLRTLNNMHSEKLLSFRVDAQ
# NPR1 activator: GC-A (human) enzyme activation; P16066; HEK293 GC-A cells, cGMP TR-FRET, EC30 ANP; 0% at EC30 ANP, 100% saturating ANP; activation, % at 10 µM; 0.14% of 370,000 active; AID 1671463; in the data active = activation above about 40%
# ABHD4 inh: inhibits mouse alpha/beta hydrolase domain 4; Q8VD66; purified mABHD4, FP-Rh probe fluorescence polarization; inhibition, % at 8.92 µM; 0.54% of 370,000 active;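 active = inhibition exceeding the mean over every tested compound plus 3 SD, cut at about 30% in these data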;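 also: 0% = plate median of compound wells and 100% = S159A mutant with DMSO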
# Target sequence (Q8VD66 whole entry, looked up, the tested form may be a part): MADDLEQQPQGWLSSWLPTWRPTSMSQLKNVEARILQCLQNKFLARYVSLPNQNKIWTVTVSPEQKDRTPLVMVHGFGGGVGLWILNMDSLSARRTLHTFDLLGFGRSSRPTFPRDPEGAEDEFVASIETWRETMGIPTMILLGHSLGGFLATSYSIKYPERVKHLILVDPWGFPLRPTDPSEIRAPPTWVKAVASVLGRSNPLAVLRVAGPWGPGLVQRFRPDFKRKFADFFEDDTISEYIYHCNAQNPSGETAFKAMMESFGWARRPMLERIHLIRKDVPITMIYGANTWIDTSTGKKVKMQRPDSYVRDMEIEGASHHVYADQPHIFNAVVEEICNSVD
#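 Material: mouse ABHD4 enzyme, wild type; Benchmarks: S159A mutant high control, sample median low control; Buffer or medium: HEPES pH 7.0, NaCl, Pluronic buffer; Signal: fluorescence polarization; Read-out: percent inhibition of probe binding, normalized to plate controls; Timing: pre-incubation 45 min, probe exposure 60 min, at 25 °C; Dosing: 8.92 µM, single dose.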
# HTRA1 inhibitor: HTRA1 (human) protease inhibition; Q92743; recombinant HTRA1, FP-rhodamine activity-based probe, fluorescence polarization; inhibition, % at 5.96 µM; 0.5% of 340,000 active; AID 504803; in the data active = inhibition above about 36%;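 also: 0% = enzyme with DMSO and 100% = wells lacking enzyme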
# ARFGAP1 inh: inhibitors of rat ARFGAP1. Q62848. Arfgap1-stimulated ARF1 GTP hydrolysis, GDP FP detection. inhibition, % at 16.5 µM. 0.26% of 360,000 active;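 active = inhibition above a per-plate limit, mean inhibition of low control wells plus 3 SD, cut at about 25% in these data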;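 also: 0% = DMSO wells with enzyme and 100% = wells lacking Arfgap1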
#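 Assay system: Rat Arfgap1 GAP domain (His6, aa 1-136), purified enzyme | Buffer or medium: HEPES 25 mM pH 7.5, NaCl 150 mM, MgCl2, DTT | Schedule: GTP hydrolysis reaction 2 h at 25 °C | Signal: FP of antibody-bound GDP Alexa 633 tracer, ex 620/em 688 nm | Measure: Percent inhibition of Arfgap1-stimulated GTP hydrolysis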
# PG9 binder: binds the HIV-1 gp120 antibody PG9; TR-FRET gp120-PG9 antibody binding; inhibition, % at 6.7 µM; 0.43% of 360,000 active; AID 624416; in the data active = inhibition above about 8.5%
# SMARCA2 act: increases SMARCA2 function in MMTV reporter cells; MG213 cells, MMTV-luciferase reporter, dexamethasone, overnight; activation, % at 9.1 µM; 1% of 370,000 active; in the data active = activation above about 7.8%;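 also: 0% = vehicle wells and 100% = reference activator wells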
# GC-B act: GC-B (human) receptor activation; P20594; HEK293-GC-B cells, CNP EC30, cGMP TR-FRET; 0% at EC30 CNP, 100% saturating CNP; activation, % at 10 µM; 0.11% of 370,000 active; AID 1920062;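 active = activation at 10 µM reaching about 35% in either raw or pattern-adjusted values, limit read from the data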
# * = called active by the depositor; / = not tested or not shown.
canonical_smiles,Rev-erbA mod,ASAP1 inh,NPR1 activator,HTRA1 inhibitor,SMARCA2 act,ABHD4 inh,PG9 binder,ARFGAP1 inh,GC-B act,rCAG RNA binder
CC(=O)CCc1oc2c([N+](=O)[O-])cccc2c1-c1ccc(C)o1,3,9,-6,3,-3,11,-0.4,1,10,12
COc1ccc(C(=O)Nc2cccc(S(=O)(=O)N(C)C)c2)cc1S(=O)(=O)N1CCOCC1,3,1,-3,4,4,-3,0.3,9,0,5
Cc1ccc(C(=O)N/N=C\c2c(C)nn(-c3ccccc3)c2Cl)cn1,6,1,2,1,0,-9,-0.1,5,-7,0
CC(C)C1(C)C(=O)N=C2c3ccccc3C(=O)N21 (stereo unspecified),4,2,5,0,-4,1,2.7,-6,3,-3
CCN(CC)S(=O)(=O)c1cccc(C(=O)Oc2cccnc2)c1,-3,-13,1,-3,-4,6,0.7,5,3,-4
CC(C)(C)OC(=O)N1CCC(C(=O)Nc2cccc(C(=O)N3CCOCC3)c2)CC1,-2,7,-3,5,-2,4,0.7,-11,-7,-11
N#CCC[C@H]1CC[C@]2(CCCN(C(=O)c3ccno3)C2)O1,3,/,2,/,-4,-5,/,/,-4,2
CCOC(=O)CN(Cc1sccc1C)C(=O)Nc1ccc(OCC)cc1,3,-14,-7,3,-3,2,1.5,1,3,-7
O=[N+]([O-])c1cccc(S(=O)(=O)NCCCn2ccnc2)c1,-2,-2,1,1,-3,-1,0.2,-11,6,-1
C=CC[C@@H](CC(=O)N(CCO)Cc1ccccc1)C(=O)NCCOC(=O)[C@H](CC=C)CC(=O)OC(C)(C)C,-2,-4,1,0,1,1,-0.1,0,-3,-7
O=C(NCc1ccccn1)C(=O)N/N=C/c1ccccc1O,6,1,1,-1,-3,-10,-1.6,-14,2,-2
CCCCNC(=O)Cn1c(=O)oc2cc(S(=O)(=O)N3CC(C)CC(C)C3)ccc21 (stereo unspecified),-5,-8,-9,4,-1,-6,1.9,-1,7,4
CCOc1ccc(NC(=O)CCNC(=O)Cn2cnc3ccccc3c2=O)cc1,3,17,-5,7,1,-14,-0.9,7,1,-1
CCC(Sc1nc(N)cc(N)n1)C(=O)O (stereo unspecified),-4,2,-4,0,0,-3,-1.1,9,6,0
Cc1c(NC(=S)NC(=O)COc2ccccc2)c(=O)n(-c2ccccc2)n1C,-6,-1,1,1,0,4,-1.6,-4,3,0
Fc1cccc(-c2ncc(-c3ccccc3)o2)c1,-1,2,-1,-10,5,-2,-1.9,-7,-3,1
Cc1cc(C(=O)OCC(=O)NCCc2ccc(S(N)(=O)=O)cc2)c2ccccc2n1,-1,5,-2,-5,-1,-3,-3.2,-11,-3,0
Cn1c(N)c(C(=O)COC(=O)C2CCN(S(=O)(=O)c3cccs3)CC2)c(=O)n(C)c1=O,1,5,16,-7,-1,-1,-0.6,11,1,2
CC(=O)Nc1cccc(NS(=O)(=O)Cc2ccc(Cl)cc2)c1,-1,-2,-2,-3,-3,3,0.0,-5,1,-3
COc1ccc(C(=O)CC(C(=O)O)c2ccc(OC)c(OC)c2)cc1OC (stereo unspecified),2,0,4,3,5,-3,-0.8,0,8,7
O=C(O)CC1S/C(=N/N=C/c2ccc(Br)cc2)N(c2ccccc2)C1=O (stereo unspecified),-7,2,0,-1,1,4,-1.1,3,-6,22
Cc1ccc2nc(NC(=O)C3CSC4(C)CCC(=O)N34)sc2c1 (stereo unspecified),-4,-12,4,-8,1,7,0.0,5,1,1
O=C(c1ccc2c(c1)OCO2)N1CCN(C(=O)c2ccco2)CC1,-2,-8,3,-2,2,-3,-1.4,7,-6,-2
CCOC(=O)C1CCCN(CC(=O)Nc2c(C(=O)OC)[nH]c3ccccc23)C1 (stereo unspecified),1,8,0,-3,-3,-2,0.2,-8,2,-3
O=C1c2ccccc2C(=O)c2c1ccc1c(=O)n(-c3ccccc3)[nH]c21,-3,-3,-4,5,4,9,-5.6,14,-7,0
CSc1ncccc1C(=O)Nc1ccc(OC(F)(F)F)cc1,5,9,4,-9,0,0,-0.2,6,-5,-1
COc1ccc(NC(=O)CCNC(=O)c2ccc([N+](=O)[O-])cc2)cc1S(=O)(=O)N1CCOCC1,-2,4,-1,5,1,3,-1.0,10,0,7
O=C(NC1CCCC1)C(c1ccco1)N1CCN(c2c(Cl)cncc2Cl)CC1 (stereo unspecified),0,5,-5,/,2,-12,2.4,0,-7,3
CCOc1cccc2cc(-c3nnc(NCc4ccc5c(c4)OCO5)s3)c(=O)oc12,-26,16,14,3,-1,9,2.3,10,5,0
CCC1(C)Cc2ccccc2-c2nc3n(c(=O)c21)CCS3 (stereo unspecified),-2,5,2,-6,-3,-7,3.6,6,1,3
COc1ccccc1CC(=O)NC(=O)c1ccccc1O,0,6,1,3,2,-2,-0.3,-4,1,-3
CCN(C[C@H]1N[C@@](C)(C(=O)OC)[C@H]2C(=O)N(C)C(=O)[C@@H]12)C(=O)COC,-4,-15,5,2,2,3,1.5,-12,-5,1
COc1ccc(/C=N/OCc2ccccc2C#N)c(OC)c1,-2,-4,-2,-17,6,-14,-0.6,2,1,-4
CCN(CC(=O)NCc1ccc2c(c1)OCO2)S(=O)(=O)c1ccc(F)cc1,-4,3,1,1,3,-2,0.3,1,-9,1
COc1ccc(CNC(=O)C(OC(=O)c2nsc(Cl)c2Cl)C(C)C)cc1 (stereo unspecified),-8,-10,-3,-2,-4,-6,1.0,13,1,-2
CC(C)(C)OC(=O)C[C@H]1C/C=C\C[C@H](CC(=O)NCCO)C(=O)N[C@@H](Cc2ccccc2)COC1=O,3,-3,0,2,0,6,-0.6,-1,3,-9
CCOc1ccccc1C(=O)N(C)Cc1cc2ccccc2[nH]c1=O,4,-2,-1,4,0,9,0.7,1,-3,-5
Cc1nc2sc(C(c3ccc(C(C)C)cc3)N3CCN(CCO)CC3)c(O)n2n1 (stereo unspecified),0,-4,3,4,1,-2,1.9,2,4,3
Cc1cccc(C)c1NC(=O)N1C2CCC1CC(O)(c1cccnc1)C2 (stereo unspecified),6,-7,2,0,6,2,0.6,12,5,1
CC1CCCC(C)N1C(=O)CSc1nnc(-c2cccs2)o1 (stereo unspecified),-4,11,2,-2,1,-2,-0.5,-7,3,-6
S=C(NCCc1ccccc1)Nc1ccc(Br)cc1,4,3,1,-22,1,-28,2.5,-1,2,5
COc1ccc(-n2c(-c3ccccc3)c[n+]3c2CCC3)cc1,-5,12,6,4,-8,-2,-1.6,-7,2,-2
COc1ccc(S[C@]2(C(=O)N(C)C)CC(=O)N[C@@H]2c2ccc(OC)cc2)cc1,-6,/,-3,/,-2,-3,/,/,-2,5
COc1cccc(NS(=O)(=O)c2ccc(-c3coc(C)n3)cc2)c1,-2,0,2,-4,-3,-3,0.5,4,4,4
CCOc1ccc(Br)cc1-c1noc(-c2cccs2)n1,1,-6,-5,-7,-3,0,0.7,12,-7,-5
CCCN1CC(O)=C(C#N)C1=O,-2,-2,-2,2,-2,4,2.5,4,6,0
CC(C)C(=O)NC(=S)Nc1ccccc1F,-7,5,1,0,-2,5,4.2,4,1,1
CCCOc1cccc(C(=O)NC(=S)Nc2ccc(N3CCN(C)CC3)cc2)c1,6,-2,-4,/,0,3,2.7,3,-7,-3
COc1ccc(S(=O)(=O)N2CCOCC2)cc1NC(=O)CCNC(=O)c1ccc(Cl)cc1,2,-8,1,-8,8.1*,2,-0.6,11,1,4
CC(SC(C)C(=O)NN=Cc1ccc(F)cc1)C(=O)NN=Cc1ccc(F)cc1 (stereo unspecified),3,13,0,4,7,-4,-1.0,-3,6,0
Cn1ccc2cc(-c3csc(N4CCC(C(N)=O)CC4)n3)ccc21,4,10,-1,4,0,10,1.0,5,3,1
COCCn1nnnc1CN1CCC(Cc2ccccc2)CC1,1,3,0,7,-6,-3,-0.1,2,-4,0
Nc1cc(=O)[nH]c(SCC(=O)NNC(=O)c2ccccc2)n1,7,6,3,1,5,-1,0.0,4,-3,2
Cc1cc(C(=O)N/N=C2\CC(=O)c3ccccc32)c(C)n1-c1ccc(F)cc1,13,2,-8,30,-1,25,-0.6,-9,2,19
Cc1ccc(C)c(CN2C(=O)CSc3ccc(C(=O)NCC(C)CN4CCC(C)CC4)cc32)c1 (stereo unspecified),0,-6,-2,-7,0,2,0.8,-6,1,-3
CCCn1nnc(NCc2ccc(OCc3cccs3)c(OC)c2)n1,-5,11,-4,2,-4,2,0.5,-6,7,2
Cc1ccc(Cl)cc1NC(=O)c1cccc(OC(F)F)c1,-2,/,3,-5,/,/,/,/,-6,/
COC(=O)c1cn(Cc2c(C)cc(C)cc2C)nn1,-1,-3,2,-17,-1,15,-0.4,3,0,1
Cc1cccc(C)c1NC(=S)NC1CCCCC1,-4,-20,-3,10,-3,1,-0.6,9,3,-4
O=C1/C(=C/c2cccc([N+](=O)[O-])c2)CCc2ccccc21,-3,8,4,-21,5,-8,-1.8,-2,1,-3

# Additional entries:
canonical_smiles,Rev-erbA mod,ASAP1 inh,NPR1 activator,HTRA1 inhibitor,SMARCA2 act,ABHD4 inh,PG9 binder,ARFGAP1 inh,GC-B act,rCAG RNA binder
C=CCn1c(SCC(=O)c2ccc(CNC(C)=O)o2)nc2ccccc2c1=O,2,17,-1,-9,-1,1,-1.7,6,3,9
CC(C(=O)NCc1ccc(F)cc1)n1ccc2cc(S(=O)(=O)N3CCCC3)ccc21 (stereo unspecified),13,1,4,-11,-2,0,-2.1,8,-1,2
COc1ccc(C(=O)Nc2ccccc2-c2nnn(CC(N)=O)n2)cc1,96*,4,-3,7,3,-2,-1.1,-6,-8,2
COc1ccc(N(C(=O)CS(=O)CC(=O)Nc2ccc(F)cc2)C(C(=O)NC2CCCCC2)c2cccs2)cc1 (stereo unspecified),2,-13,-2,-2,1,-6,-0.8,6,-3,2
O=C(C[C@H]1C(=O)N(c2ccccc2)C[C@@H]1Cc1ccccc1)Nc1ccc(Br)cc1,2,-8,2,-34,3,-5,-1.5,6,0,6
Nc1cc(Cl)ccc1N1CCCC1,0,5,3,2,-4,5,0.3,8,4,1
Cc1ccc(C(C(=O)NC2CCCC2)N(Cc2cccs2)C(=O)c2csnn2)o1 (stereo unspecified),3,7,-10,11,-4,4,0.2,22,-7,-6

# Screening data: PubChem BioAssay, several laboratories
